MBD2 inh: blocks human MBD2 binding to methylated DNA; inhibition, % at 4.4 µM; TR-FRET, MBD2 binding to methylated oligonucleotide; Q9UBB5; 370,000 tested, 0.31% active; in the data active = inhibition above about 13%
Target sequence (Q9UBB5 whole entry, looked up): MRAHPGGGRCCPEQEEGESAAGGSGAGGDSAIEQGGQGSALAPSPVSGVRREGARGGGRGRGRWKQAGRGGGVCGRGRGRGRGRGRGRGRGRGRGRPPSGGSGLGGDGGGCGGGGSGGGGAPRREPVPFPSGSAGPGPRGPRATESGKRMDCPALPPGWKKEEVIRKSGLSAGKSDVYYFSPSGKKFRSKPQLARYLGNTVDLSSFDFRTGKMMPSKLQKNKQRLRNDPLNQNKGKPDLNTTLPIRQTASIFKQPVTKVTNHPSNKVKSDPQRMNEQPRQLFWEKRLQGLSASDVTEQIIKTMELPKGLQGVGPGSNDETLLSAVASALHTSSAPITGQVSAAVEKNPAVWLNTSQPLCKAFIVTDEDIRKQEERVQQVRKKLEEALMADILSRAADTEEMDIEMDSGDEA
hcDAF-12 act: H. contortus DAF-12 activation, primary screen; HEK293 hcDAF-12 lit1-tk-luc reporter, luminescence; 0% DMSO, 100% Δ7-dafachronic acid; activation, % at 6.8 µM; 370,000 tested, 1.4% active; AID 652067;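 active = activation above the mean of all tested compounds plus 3 SD, cut at about 5.5% in these data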;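 also: 100% = response to 3 µM Δ7-dafachronic acid high control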
hgDAF12 agonist: hgDAF-12 agonism, primary luciferase screen | HEK293 GAL4-hgDAF12 UAS-luciferase reporter, agonist luminescence; normalized to butyrate control | activation, % at 6.8 µM | 370,000 tested, 1.8% active;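 active = activation above a cutoff set at the mean of all screened compounds plus 3 SD, cut at about 10% in these data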;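 also: 0% = DMSO wells and 100% = sodium butyrate wells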
Rev-erbA mod: modulates human Rev-erb alpha binding to DNA; P20393; Rev-erbα–FITC-DNA binding, fluorescence polarization, 90 min; activity, % at 10 µM; 370,000 tested, 0.79% active;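 active = activity above about 14%, limit read from the data; passing the limit was not always enough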;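 also: 0% = DMSO wells with 35 nM protein and 100% = DMSO wells with 750 nM protein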
Target sequence (P20393 whole entry, looked up): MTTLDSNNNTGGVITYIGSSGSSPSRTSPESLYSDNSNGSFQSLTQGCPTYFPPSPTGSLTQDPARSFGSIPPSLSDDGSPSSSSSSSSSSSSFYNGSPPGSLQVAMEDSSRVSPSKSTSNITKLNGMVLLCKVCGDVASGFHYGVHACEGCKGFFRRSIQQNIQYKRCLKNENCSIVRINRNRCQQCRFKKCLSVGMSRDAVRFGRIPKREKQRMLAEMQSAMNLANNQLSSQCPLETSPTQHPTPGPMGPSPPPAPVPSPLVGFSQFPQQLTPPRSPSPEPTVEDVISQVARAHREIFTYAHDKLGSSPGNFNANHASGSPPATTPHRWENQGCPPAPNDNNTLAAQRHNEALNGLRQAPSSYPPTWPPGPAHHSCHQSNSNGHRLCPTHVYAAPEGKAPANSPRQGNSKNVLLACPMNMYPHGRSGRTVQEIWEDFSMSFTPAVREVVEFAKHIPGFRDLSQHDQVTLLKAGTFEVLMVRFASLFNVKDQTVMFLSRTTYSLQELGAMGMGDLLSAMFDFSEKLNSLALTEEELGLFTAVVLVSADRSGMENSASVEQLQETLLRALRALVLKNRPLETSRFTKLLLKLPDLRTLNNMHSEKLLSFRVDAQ
PLC-beta3 inh: blocks human PLC-beta3 enzyme activity; Q01970; Purified PLC-beta3, fluorogenic substrate, fluorescence; inhibition, % at 12.2 µM; 370,000 tested, 0.18% active; in the data active = inhibition above about 11%;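 also: 0% = median of compound wells on plate and 100% = full blocker control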
DAX1 inh-1: NR0B1 (DAX1) inhibition | HEK293 Gal4-DAX1 luciferase reporter, luminescence | inhibition, % at 6.75 µM | 340,000 tested, 0.99% active | AID 504766;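 active = inhibition above the mean over all tested compounds plus 3 SD, cut at about 4.2% in these data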;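 also: 0% = DAX1-transfected cells with DMSO and 100% = empty-vector control cells with DMSO; inhibition shows as a rise in luminescence from relieved DAX1 repression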
ADAM17 inh: inhibitors of human ADAM17. 370,000 tested, 0.83% active. recombinant ADAM17, EDANS/DABCYL FRET peptide cleavage. AID 720648. P78536. inhibition, % at 6.95 µM;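 active = inhibition above the mean of compounds lying between control limits plus 3 SD, set per campaign, cut at about 8.5% in these data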;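 also: 0% = DMSO-only wells as the low control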
SMARCA2 act: activators of SMARCA2 function; MG213 cells, MMTV-luciferase reporter, dexamethasone, overnight; 370,000 tested, 1% active; activation, % at 9.1 µM; in the data active = activation above about 7.8%;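 also: 0% = vehicle wells and 100% = reference activator wells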
DAX1 inh-2: inhibitors of DAX1 repression of SF-1 activated StAR promoter; HEK293T StAR-luciferase reporter, SF-1/DAX-1 repression relief; inhibition, % at 6.8 µM; 370,000 tested, 1.1% active; AID 652010;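 active = inhibition above the mean over all tested compounds plus 3 SD, cut at about 3.6% in these data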;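 also: 0% = DAX-1 cells with DMSO and 100% = cells lacking DAX-1 with DMSO; higher inhibition means more luminescence from relief of DAX-1 repression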
ssDAF12 agonist: activates DAF-12 receptor from parasite S. stercoralis | HEK293 ssDAF-12/GRIP1 lit1-tk-luc reporter, luminescence; % of 3 µM dafachronic acid response | 370,000 tested, 1% active | activation, % at 6.8 µM;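 active = activation above the mean over all tested compounds plus 3 SD, cut at about 0.9% in these data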;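 also: 0% = DMSO-only wells and 100% = 3 µM delta7-dafachronic acid wells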
PLC-gamma1 inh: inhibitors of human phospholipase C gamma1; P19174; purified PLC-gamma1, fluorogenic substrate, fluorescence; inhibition, % at 12.2 µM; 370,000 tested, 0.84% active; in the data active = inhibition above about 9.5%
The depositor's hits bear a star; / = no result given. No enrichment for hits. About 7.4% of those tested had a hit in this group.

Values run as follows: MBD2 inh	hcDAF-12 act	hgDAF12 agonist	Rev-erbA mod	PLC-beta3 inh	DAX1 inh-1	ADAM17 inh	SMARCA2 act	DAX1 inh-2	ssDAF12 agonist	PLC-gamma1 inh
CC(/C=N\N1CCN(c2ccc(Cl)cc2)CC1)=C\c1ccccc1
  0	-0.6	2.5	-6	0	1.4	3	-2	0.3	-1.1	5
COc1ccc(NC(=O)c2c(N)cnn2C)cc1
  -7	0.0	0.2	0	2	0.5	-1	8	1.4	-1.4	-3
CCn1c(O)c(/C=N/n2cnnc2)sc1=S
  -3	0.2	2.2	0	-6	0.2	-1	2	-0.6	-1.6	-9
Cc1ccc(C(=O)CSc2nc3c([nH]2)c(=O)n(C)c(=O)n3C)cc1
  1	1.1	-1.2	-9	-3	1.8	-2	0	0.2	-1.6	-2
CCOC(=O)CSc1n[nH]c(NC(=O)c2cccc(C(F)(F)F)c2)n1
  -2	0.5	-4.3	3	3	-0.2	-2	-1	-0.2	-0.2	-1
Cc1cc(Cc2ccc(N)c(C)c2)ccc1N
  -2	-2.0	-3.1	-6	-3	0.9	-2	3	-0.1	-1.1	3
CC(=O)c1cccc(NC(=O)COC(=O)[C@@H](NC(=O)OCc2ccccc2)C(C)C)c1
  -3	-0.2	0.4	2	-15	-0.2	0	5	-0.6	-1.5	-17
COc1ccccc1C(=O)Nc1ccc2c(c1)nc(CCNC(=O)c1ccccc1)n2C
  -1	-3.3	-1.1	2	-4	/	0	-4	-2.1	-1.2	9
CC[C@]12c3[nH]c4cc(CCC(=O)N(C)C)ccc4c3CCN1C(=O)[C@@H](CC(=O)NC/C=C(\C)CCC=C(C)C)C[C@@H]2C(=O)N1CCN(C(=O)C2CC2)CC1
  3	-2.7	-0.3	-2	-1	-1.5	-2	-2	-1.9	-1.4	-2
CN(C)c1ccc2c(c1)Sc1cc(N(C)C)ccc1N2C(=O)c1ccccc1
  -8	-0.7	-2.1	11	-32	-1.1	1	1	-1.1	-1.8	-13
CC(NC(=O)c1ccc(S(=O)(=O)N(C)C)cc1)c1ccccc1 (centres undefined)
  7	-0.2	-0.3	0	0	0.3	-2	1	0.8	-1.2	6
CC(C)(C)c1nn(-c2ccccc2)c2[nH]c(=O)c(C=O)cc12
  0	-0.5	0.0	-7	-94	0.5	-2	-2	0.0	-1.5	-65
O=C(CN1CCN(c2ccccn2)CC1)Nc1cccc(F)c1
  -3	0.3	-1.4	-2	-1	-1.0	-2	-1	0.2	-1.6	1
O=C(c1cc(=O)c2ccccc2o1)N1CCN(c2ccccc2)CC1
  -1	-1.6	-2.4	-3	-1	-0.8	-1	1	0.0	-1.0	1
COc1cccc2cc(C(=O)Nc3cc(C)cc(C)c3)/c(=N/NS(=O)(=O)c3ccccc3)oc12
  -4	1.2	0.0	-6	-3	0.6	1	-2	-0.7	-0.8	2
CC(Sc1nccn1C)C(=O)NC1(C#N)CCCCC1 (centres undefined)
  0	-0.4	1.5	5	-4	0.2	0	1	-0.4	-0.5	2
COc1ccc(NC2CCCN(C(=O)COc3ccc(C(C)=O)cc3)C2)cc1 (centres undefined)
  -5	0.6	1.1	12	4	1.5	2	-2	-2.0	-1.3	5
Cc1cc(NC(=O)COC(=O)C2=NN(c3ccccc3)C(=O)CC2)c([N+](=O)[O-])cc1C
  0	-1.2	-4.1	4	-10	-0.7	0	7	-1.2	-0.9	3
C[C@H](O)[C@@H]1CN2CCc3c([nH]c4ccccc34)[C@@H]2C[C@@H]1N(C)C(=O)NC1CCCCC1
  -2	2.6	2.1	1	-109	0.3	-15	1	-0.1	-0.9	-93
Cc1cc(Oc2ccc(C(C)(C)C)cc2)nc(N2CCOCC2)n1
  1	0.1	-0.4	0	-1	-0.4	-5	1	-0.3	-1.1	1
Cc1ccc(NC(=O)COC(=O)c2ccccc2F)cc1S(=O)(=O)N1CCCCC1
  -5	-1.1	-3.5	0	-1	1.0	4	-3	3.6	-0.5	5
O=C(CN1CCc2ccccc2C1)Nc1ccccc1F
  0	-1.4	-0.7	1	-1	0.6	-1	0	0.0	-0.8	1
CCOC(=O)Cc1csc(NC(=O)CCN2C(=O)c3ccccc3C2=O)n1
  -4	-1.2	3.5	4	2	0.1	-2	-2	0.1	-0.8	2
Oc1ccc(Br)cc1/C=N/N1CCN(Cc2ccccc2)CC1
  2	-0.3	1.1	-6	-3	0.1	-1	0	1.1	-1.1	-1
O=C1c2cccnc2C(O)N1Cc1cccs1 (centres undefined)
  -4	-0.8	-1.9	-3	3	1.0	-1	2	0.1	-1.8	6
Cc1cccc2sc(NC(=O)[C@H](C)N3C(=O)C4CC=CCC4C3=O)nc12 (some centres undefined)
  -4	2.1	-0.1	-5	5	0.4	3	-3	-0.2	-0.8	7
CC(C)(C)c1ccc(C2C3=C(CCCC3=O)NC3=C2C(=O)c2ccccc23)cc1 (centres undefined)
  -3	-2.6	-2.9	/	3	-0.2	-1	-4	-0.8	-2.0	4
Cc1cc2c(c(C)nn2-c2ccccc2)c(=O)o1
  2	0.9	-1.9	3	0	-0.4	-4	1	-0.5	-1.2	2
CN(CC(=O)Nc1ccc(F)cc1)C(=O)COC(=O)COc1ccc(C#N)cc1
  1	1.6	0.1	-3	1	-1.0	-3	-2	-0.4	-1.0	-1
COc1ccc(NC(=O)Nc2cccc(C(=O)N3CCOCC3)c2)cc1OC
  0	0.2	-1.5	-2	3	0.7	3	2	0.9	-0.5	5

A few values from the entries so far.
ssDAF12 agonist with C[C@H](O)[C@@H]1CN2CCc3c([nH]c4ccccc34)[C@@H]2C[C@@H]1N(C)C(=O)NC1CCCCC1 → -0.9
ADAM17 inh with CCOC(=O)Cc1csc(NC(=O)CCN2C(=O)c3ccccc3C2=O)n1 → -2
Rev-erbA mod with Cc1cc(Oc2ccc(C(C)(C)C)cc2)nc(N2CCOCC2)n1 → 0

Returning to the listing with the four entries that preceded the break.
Values run as follows: MBD2 inh	hcDAF-12 act	hgDAF12 agonist	Rev-erbA mod	PLC-beta3 inh	DAX1 inh-1	ADAM17 inh	SMARCA2 act	DAX1 inh-2	ssDAF12 agonist	PLC-gamma1 inh
CC(C)(C)c1ccc(C2C3=C(CCCC3=O)NC3=C2C(=O)c2ccccc23)cc1 (centres undefined)
  -3	-2.6	-2.9	/	3	-0.2	-1	-4	-0.8	-2.0	4
Cc1cc2c(c(C)nn2-c2ccccc2)c(=O)o1
  2	0.9	-1.9	3	0	-0.4	-4	1	-0.5	-1.2	2
CN(CC(=O)Nc1ccc(F)cc1)C(=O)COC(=O)COc1ccc(C#N)cc1
  1	1.6	0.1	-3	1	-1.0	-3	-2	-0.4	-1.0	-1
COc1ccc(NC(=O)Nc2cccc(C(=O)N3CCOCC3)c2)cc1OC
  0	0.2	-1.5	-2	3	0.7	3	2	0.9	-0.5	5
COC(=O)c1ccc2cc(OC)cc([N+](=O)[O-])c2n1
  -5	1.9	-0.5	-4	-5	1.9	0	2	-0.3	-0.6	-1
COc1ccc(C(=O)CSc2nc(C)cc(=O)[nH]2)cc1
  -9	1.4	1.0	-2	-2	-0.2	0	2	0.0	-1.2	4
N#CC1(C#N)C(c2ccccc2)OC23CCCCC2C1(C#N)C(=N)O3 (centres undefined)
  -8	0.3	0.9	-1	-197	-0.3	-185	-2	0.7	0.1	-183
Cc1sc2nc(SCC(=O)NCc3ccco3)[nH]c(=O)c2c1C
  1	-1.5	-3.4	-4	-5	0.2	-2	-4	-0.3	-1.2	-3
CCCCCCc1c(C)c2ccc(OCC(=O)N[C@@H](Cc3ccccc3)C(=O)O)cc2oc1=O
  1	-2.3	-0.7	-5	-56	0.0	-147	1	1.6	-0.8	-41
COC(=O)c1c(N2C(=O)[C@H]3[C@@H](C2=O)[C@]2(C(=O)Nc4c(C)cccc42)N2CCC[C@@H]32)sc(C)c1C
  1	3.4	0.4	-2	-9	-1.1	1	-4	0.1	-0.5	-12
COc1cccc(-c2cc3nc(NCCOc4ccccc4Cl)n(C)c(=O)c3s2)c1
  0	-0.4	0.2	-3	0	/	-4	-2	1.3	-1.7	-1
S=C(NCCc1ccccc1)N1CCN(Cc2ccccc2)CC1
  4	-1.2	1.0	4	1	-1.4	1	2	0.2	-0.1	1
CCC(Sc1nnnn1-c1ccccc1)C(=O)Nc1nc2ccccc2s1 (centres undefined)
  4	2.7	1.4	1	-1	-1.0	4	1	0.4	0.7	3
CC1CCc2[nH]c3ccc(C(=O)Nc4ccc(C(=O)N(C)C)cc4)cc3c2C1 (centres undefined)
  -3	1.2	-0.8	3	-44	-0.4	-12	-3	1.0	-1.3	-28
Cc1ccc(S(=O)(=O)c2nc(S(=O)(=O)c3ccccc3)sc2N2CCN(CCO)CC2)cc1
  0	2.2	-0.1	0	-19	0.1	2	-3	-3.0	-1.2	2
CCOC(=O)C(C)Sc1ncnc2c1nnn2-c1ccc(F)cc1 (centres undefined)
  -4	-0.5	1.1	6	2	0.6	-2	1	-0.5	-0.7	1
Cc1cc(=O)n2nc(N3CCCC(C(=O)NCCCN4C(C)CCCC4C)C3)sc2n1 (centres undefined)
  -5	1.5	-1.5	1	-3	0.2	-1	-2	1.6	-0.8	-3
O=C(NC1CCC1)C1CCC(=O)N(Cc2ccccc2F)C1 (centres undefined)
  -1	-1.0	0.6	4	0	0.9	5	1	0.5	-0.7	4
Cc1cc(C(=O)COC(=O)Cn2cnc3c2c(=O)n(C)c(=O)n3C)c(C)n1C
  3	-0.3	-0.4	-1	1	0.9	-3	-1	0.5	-1.3	-2
CC(=O)Nc1ccc2sccc2c1
  3	0.3	3.2	0	-6	-0.5	-7	-2	0.5	-1.3	0
O=c1[nH]nc(SCc2ccccc2Cl)n1-c1ccc2c(c1)OCCO2
  3	-0.8	0.7	-2	-4	/	0	-2	-0.5	-1.1	-5
CCCSc1nc2cc(S(=O)(=O)N3CCOCC3)ccc2n1CC
  -4	-0.8	3.2	-2	-2	-0.3	1	-1	-0.5	-0.5	4

Of the compounds above, these contain a nitro group on carbon:
Values run as follows: MBD2 inh	hcDAF-12 act	hgDAF12 agonist	Rev-erbA mod	PLC-beta3 inh	DAX1 inh-1	ADAM17 inh	SMARCA2 act	DAX1 inh-2	ssDAF12 agonist	PLC-gamma1 inh
Cc1cc(NC(=O)COC(=O)C2=NN(c3ccccc3)C(=O)CC2)c([N+](=O)[O-])cc1C
  0	-1.2	-4.1	4	-10	-0.7	0	7	-1.2	-0.9	3
COC(=O)c1ccc2cc(OC)cc([N+](=O)[O-])c2n1
  -5	1.9	-0.5	-4	-5	1.9	0	2	-0.3	-0.6	-1

Source: PubChem (several laboratories)
